Source: PubChem BioAssay (ICCB-Longwood Screening Facility, Harvard Medical School)
Polio RdRp inh – poliovirus RdRp elongation inhibitors, primary screen, biochemical, fluorescence polarization, total intensity; Genome polyprotein (Poliovirus type 1 (strain Mahoney)), P03300; poliovirus polymerase elongation; hits give low values; % elongation, % (compound at 16.7 µg/mL); 0.66% of 150,000 active; AID 588519, 2011; in the data active = % elongation below about 90%; also: some results filed as inactive read as strong as hits
Target sequence (P03300 1749-2209 limits assumed): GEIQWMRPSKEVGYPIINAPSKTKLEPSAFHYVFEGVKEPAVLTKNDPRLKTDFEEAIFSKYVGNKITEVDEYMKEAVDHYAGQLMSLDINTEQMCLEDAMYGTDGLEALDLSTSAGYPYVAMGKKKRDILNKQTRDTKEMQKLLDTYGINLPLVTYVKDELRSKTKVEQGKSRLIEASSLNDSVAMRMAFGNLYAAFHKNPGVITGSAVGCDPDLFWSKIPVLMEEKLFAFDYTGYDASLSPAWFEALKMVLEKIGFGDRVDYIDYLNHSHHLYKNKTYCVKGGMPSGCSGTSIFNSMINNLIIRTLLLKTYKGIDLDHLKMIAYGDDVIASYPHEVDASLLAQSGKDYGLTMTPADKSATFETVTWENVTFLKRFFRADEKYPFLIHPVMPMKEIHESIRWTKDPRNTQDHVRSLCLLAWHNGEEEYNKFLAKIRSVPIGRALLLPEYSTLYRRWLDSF
Polio RdRp inh FP z-score – also measured in Polio RdRp inh; calls as there; z-score; measured here: FP z-score; hits read low
* marks the source's active call; other numbers are inactive results; ! = a repeat was not active. An excerpt; count on the stated rates, not on these rows.

mol	Polio RdRp inh	Polio RdRp inh FP z-score
COc1ccc(CCNC(=O)c2ccc3c(c2)N=C(C)c2cc(C)ccc2S3)cc1OC	109	-0.7
CCN(Cc1ccccc1)CN1C(=O)C2(OCCCO2)c2ccccc21	104	1
Cn1nc(C(=O)NC2CCCCC2)c2ccccc2c1=O	104	0.5
CC1(C)CC(=O)c2cc(C(=O)Nc3ccc(Cl)cc3)c(=O)[nH]c2C1	108	0.6
CCc1nc2nc(C)cc(=O)n2[nH]1	105	1.2
CC1CCN(S(=O)(=O)c2ccc(N=C3C(=O)Nc4ccccc43)cc2)CC1	101	-0.3
O=C(c1ccc(CNS(=O)(=O)c2ccccc2)cc1)N1CCN(c2ccccn2)CC1	103	0.7
O=C(COc1ccccc1)OCN1C(=O)c2ccccc2C1=O	100	-0.4
CCOC(=O)N1CCN(C(=O)CN2C(=O)/C(=C\c3ccc(C)cc3)Sc3ccccc32)CC1	102	-0.3
CC(C)(C)[C@H]1COC(CC2=N[C@@H](C(C)(C)C)CO2)=N1	101	-0.5
Cc1ccc(C(=O)N(c2ccc(SC(F)F)cc2)c2nc3ccccc3s2)o1	105	0.3
CCC1(C)N=C(c2ccc3c(c2)OCO3)CC(c2ccccc2O)N1 (configuration not stated)	100	0
COc1cccc2sc(=NC(=O)Cc3cccc4ccccc34)n(C)c12	102	0.2
O=C(CSc1ncn[nH]1)C1CC1	102	0
O=S(=O)(c1cccc(F)c1)N1CCC(c2nc3ccccc3s2)CC1	106	-0.2
O=C1Nc2cc(C(=O)N3CCN(c4ccc(F)cc4)CC3)ccc2NC1CS(=O)(=O)Cc1ccc(F)cc1 (configuration not stated)	109	2
Cc1ccc(C)c(N2CCN(S(=O)(=O)c3cc(C(=O)Nc4ccccc4C(F)(F)F)ccc3F)CC2)c1	106	-0.4
Cc1ccc(C)c(NC(=O)CSc2cn(CC(=O)N3CCCC3)c3ccccc23)c1	114	-0.1
CC(=O)c1ccc(NC(=O)Cn2cc(S(=O)(=O)Cc3cccc(Cl)c3)c3ccccc32)cc1	110	0.9
Cc1onc(-c2ccccc2Cl)c1C(=O)N(CC(C)C)CC(C)C	100	0
Cc1ccc(Cl)cc1NC(=O)C1CCN(c2nc3ccccc3n3cccc23)CC1	104	-0.5
O=C(Nc1ccccc1Cl)N1CCC(CN2CCCCC2)CC1	100	-0.4
Cc1cc(C)c2nc(N(Cc3cccnc3)C(=O)c3ccc(S(=O)(=O)N(C)C)cc3)sc2c1	108	0.3
O=C(CC1CCCCC1)Nc1ccncc1	100	-0.6
CNC(=O)c1cc2c(n(-c3ccccc3)c1=O)CCCC2=O	101	-0.4
CC[C@H]1CN2CCc3cc(OC)c(OC)cc3[C@@H]2C[C@@H]1CC1NCCc2cc(OC)c(OC)cc21 (some centres not stated)	99	-0.1
c1ccc(-n2c(SCc3cn4ccsc4n3)nc3ccccc32)cc1	105	0.3
CCC(C)N1C(=O)CCC1C(=O)O (configuration not stated)	105	1.4
Cc1ccc(N2CC(N)=C(n3cc[n+](C)c3)C2=O)cc1	102	0.1
Cc1ccc(C)c(N2CCN(S(=O)(=O)c3ccc4c(c3)CCCN4C(=O)C3CCC3)CC2)c1	107	0.1
COC(=O)c1ccc(OC(=O)c2cc(OC)c(OC)c(OC)c2)c(C(=O)OC)c1	102	-0.2
COc1cccc(NC(=O)Cc2ccc(NC(=O)N3CCCCc4ccccc43)cc2)c1	104	0.2
Cc1ccc(OCCCC(=O)Nc2sc3c(c2C(N)=O)CCC(C)C3)cc1 (configuration not stated)	101	-0.6
COc1ccc(OC)c(CNC(=O)c2cc(-c3ccc(Cl)s3)nc3ccccc23)c1	106	0
CC(C)n1cc(-c2nc(C(=O)NN)cs2)c(=O)n(Cc2ccccc2)c1=O	105	0.2
CCOc1cc(-n2cnnn2)c(OCC)cc1NC(=O)CN1Cc2ccccc2C1=O	101	-0.4
O=C(Cn1c(=O)oc2cc(S(=O)(=O)NCc3ccccc3)ccc21)NCc1ccccc1Cl	104	-0.1
CN1CC=C(Cc2n[nH]c(=O)c3ccccc23)CC1	101	0.3
CNC(=O)COc1ccc(NC(=O)CCn2nc(-c3ccc(Cl)cc3)c3ccccc3c2=O)cc1	92	-3
CCCOc1ccc(/C=C/C(=O)O)cc1OCC	101	-0.2
CCn1c(SCC(=O)N2CCNC2=O)nnc1-c1cccs1	101	-0.2
Cc1ccc(Cn2c(C(=O)NCc3ccccc3)cc3oc(C)cc32)cc1	99	-0.4
CC(C)=CCCC(C)CN1CCN(Cc2ccccc2)CC1 (configuration not stated)	102	0.8
COc1ccc(OC)c(CNc2ncnc3onc(C)c23)c1	102	-0.7
O=C(NCCN1CCN(c2ccccc2)CC1)Nc1ccccc1Br	112	1
CC(C)CCN(C(C)c1cccs1)S(=O)(=O)c1csc(C(N)=O)c1 (configuration not stated)	100	-0.5
COc1ccccc1NC(=S)N(Cc1ccccc1)Cc1ccc(C)o1	101	0.3
CCOc1ccc(-c2nnc(SCC(=O)Nc3cccc(Cl)c3C)o2)cc1	104	-0.9
Cc1cccc(-n2ncc(C(=O)N3CCN(c4ccc(C)cc4C)CC3)c2C2CCN(C(=O)OC(C)(C)C)CC2)c1	110	0.8
CCCCn1c(C2CC(=O)N(c3ccccc3Cl)C2)nc2ccccc21 (configuration not stated)	103	0.3

The results go on.
mol	Polio RdRp inh	Polio RdRp inh FP z-score
COc1ccc(NC(=O)C2(c3cccs3)CCOCC2)cc1Cl	110	0.6
CN(Cc1nc(-c2ccc(C(F)(F)F)cc2)no1)C1CS(=O)(=O)CC1O (configuration not stated)	101	-0.2
Cc1ccnc(NS(=O)(=O)c2ccc(NC(=O)c3ccc(S(=O)(=O)N4CCCCC4C)cc3)cc2)n1 (configuration not stated)	100	-0.4
O=C(NCC1CCCCC1)c1ccc(-n2cnnn2)cc1	102	-0.2
O=C1NC(=O)N(CCc2ccc(F)cc2)C(=O)/C1=C/c1cccc2ccccc12	90	-1.2
COc1ccc(C2=C(C(C)=O)Sc3nnc(-c4ccccc4)n3N2C(C)=O)cc1	102	-0.6
Nc1ccc(O)c(-c2nc3ccccc3o2)c1	103	0.2
Cc1cc2c(=O)[nH]c(Cc3ccccc3)nc2s1	105	0.2
COc1ccc(CCNc2ccc(C)cc2)cc1	105	0.2
FC(F)(F)c1nnc2n1N=C(c1ccc(Cl)cc1Cl)CS2	104	0.1

Four entries from above in a different format.
> FC(F)(F)c1nnc2n1N=C(c1ccc(Cl)cc1Cl)CS2
  Polio RdRp inh: 104; Polio RdRp inh FP z-score: 0.1

> Nc1ccc(O)c(-c2nc3ccccc3o2)c1
  Polio RdRp inh: 103; Polio RdRp inh FP z-score: 0.2

> O=C(NCC1CCCCC1)c1ccc(-n2cnnn2)cc1
  Polio RdRp inh: 102; Polio RdRp inh FP z-score: -0.2

> COc1ccc(CCNc2ccc(C)cc2)cc1
  Polio RdRp inh: 105; Polio RdRp inh FP z-score: 0.2

Full records as entered above. Order of screens: Polio RdRp inh, Polio RdRp inh FP z-score
`COc1ccc(CCNc2ccc(C)cc2)cc1` in the list: 105, 0.2
`Nc1ccc(O)c(-c2nc3ccccc3o2)c1` in the list: 103, 0.2
`O=C(NCC1CCCCC1)c1ccc(-n2cnnn2)cc1` in the list: 102, -0.2

Remaining list, next part
mol	Polio RdRp inh	Polio RdRp inh FP z-score
OC(Cn1ccnc1)n1c(-c2ccccc2)nc(-c2ccccc2)c1-c1ccccc1 (configuration not stated)	100	-0.2
O=C(O)c1cccc(Cn2cc(Cl)cn2)c1	104	0.8
Cc1ccc(NC(=O)CCS(=O)(=O)c2ccc(Br)s2)c(Br)c1	107	0.5
C=CCNc1oc(-c2cccs2)nc1C#N	100	-0.1
Cc1ccc(-n2ncc3c(NCCc4ccc(S(N)(=O)=O)cc4)ncnc32)c(C)c1	103	0.2
Cc1ccc(-c2ccc(NC(=O)c3ncoc3-c3ccc(F)cc3)cc2)o1	101	-0.3
CCOC(=O)c1sc(/S(C)=N/C(=O)Nc2ccccc2Cl)c2c1CCC=C2 (configuration not stated)	106	0.3
CCOc1ccccc1C(=O)Nc1ccc(S(=O)(=O)Nc2ncccn2)cc1	103	-0.5
O=C1CSc2ccc(C(=O)NC3CCCCCC3)cc2N1	101	-0.4
O=c1c2c(-c3cccs3)csc2[nH]c(=S)n1-c1ccccc1	83*!	-2.9*!
CCn1c(C(=O)N2CCC(C(=O)NC(C)c3ccccc3)CC2)cc2sccc21 (configuration not stated)	103	0.6
COC(=O)c1scc(-c2ccc(C)cc2)c1S(=O)(=O)N1CCN(c2ccc(OC)cc2)CC1	110	1.2
O=C(O)/C=C/c1ccsc1	95	-0.9
COc1ccc(-c2c3c(=O)n(C)c(=O)n(C)c3c3c(-c4cccc(C)c4)nc4ccccc4n23)cc1	107	0.7
O=C(CCc1nc(-c2cccs2)no1)Nc1cccc(C(=O)NC2CC2)c1	96	-0.6
CC1CCN(c2nccn(-c3cccc(Cl)c3)c2=O)CC1	102	0.4
COCCN1C(=O)C2C3c4ccccc4C(c4ccccc43)C2C1=O (configuration not stated)	100	0
O=C1CN(c2cc(Cl)cc(Cl)c2)C(=O)CN1/N=C/c1cccnc1	101	0.1
CSc1ccccc1C(=O)NCc1ccc(S(N)(=O)=O)cc1	100	-0.4
NS(=O)(=O)c1ccc(CCNC(=O)c2c(Cl)nc3sccn23)cc1	104	0
CN(C(=O)COC(=O)c1ccc(CO)cc1)c1ccccc1	99	-0.4
O=C(NCc1ccco1)c1ccc2c(=O)n(CCCN3CCCC3=O)c(=S)[nH]c2c1	101	0
CCOC(=O)Cc1csc(SCC(=O)Nc2cc(C(C)(C)C)nn2-c2ccccc2)n1	109	0.8
Nc1nc(C(=O)Nc2ccccc2)c(-c2ccccc2)s1	106	1
COC(=O)CSc1nnc(-c2ccccc2)n1CC1CCCO1 (configuration not stated)	103	0.3
Cc1cccc(NC(=O)Cn2c(=O)n(Cc3ccco3)c(=O)c3cccnc32)c1	100	-0.1
CCOC(=O)NCCN1C(=O)C2C3C=CC(C3)C2C1=O (configuration not stated)	102	0
O=C(c1ccc2c(c1)N(Cc1ccccc1F)C(=O)c1ccccc1S2(=O)=O)N1CCc2ccccc21	110	0.6
CN1CCCC(OC(=O)C(C)(c2ccccc2)c2ccccc2)C1 (configuration not stated)	101	-0.2
Cc1ccc(-n2ncc(C(=O)NCc3ccccn3)c2C2CCN(C(=O)OC(C)(C)C)CC2)cc1C	94	-2.5
COc1cc(-c2nc3ccccn3c2Nc2ccccc2C)ccc1O	106	-0.8
Cc1ccc(S(=O)(=O)N2CCc3ccccc3C2)cc1	106	0.3
CCOC(=O)C1CCCN(C(=O)c2ccc(/C=C3\Oc4ccccc4NC3=O)cc2)C1 (configuration not stated)	100	-1
O=C(/C=C/c1ccco1)Nc1ccc2ccccc2c1	104	0.8
CSc1ccccc1NC(=O)CN(C)C(=O)C1CCCCC1	101	0
CCOc1ccc(CNC(=O)C2CCN(C3=NS(=O)(=O)C(c4ccc(C)cc4)=C3CC)CC2)cc1	108	-0.6
CCn1cc(S(=O)(=O)c2cc(C)cc(C)c2)c(=O)c2cc(F)c(N3CCCC3)cc21	104	-0.7
CN1CCN(CCNC(=O)Cn2ncc3c4ccccc4n(Cc4ccc(F)cc4)c3c2=O)CC1	103	0.4
COc1ccccc1C(C)NC(C)C(=O)c1c(N)n(C)c(=O)n(C)c1=O (configuration not stated)	106	0.4
NC(=O)c1cc2ccccc2o/c1=N\O	104	0.1
COc1ccc(S(=O)(=O)NCC(c2ccco2)N2CCN(c3ccccc3F)CC2)cc1C (configuration not stated)	119	2.6
Cc1sc2nc(C(C)Sc3nnc(-c4cccs4)n3-c3ccccc3)[nH]c(=O)c2c1C (configuration not stated)	100	-0.4
COc1ccc2c(CNC3CCCCCC3)c(C(=O)O)n(Cc3cccc(F)c3)c2c1	103	-1.1
CS(=O)(=O)Nc1ccccc1C(=O)OCC(=O)NC1CC1	106	0.7
Cc1cccc(C)c1OC(=O)CN1C(=O)c2ccccc2C1=O	102	0
Cc1nc2ccc(NC(=O)c3cccc(S(C)(=O)=O)c3)cc2s1	105	1.2
COc1ccc(C2CC(c3c(O)n(C4CCCCC4)c(=O)[nH]c3=O)=Nc3ccccc3S2)cc1 (configuration not stated)	106	-0.1
CCOC(=O)C12C(=O)OC(C)(C)C1C2(C)C(=O)c1ccc(Br)cc1 (configuration not stated)	104	0
Cn1c(=O)[nH]c(=O)c2c1nc1n2CCN1Cc1ccco1	102	0.6
O=C(Nc1ccc2c(c1)OCO2)c1cccc2c1C(=O)N(Cc1cccnc1)C2	103	0.9
O=C(NCC1CCCCC1)c1cccnc1	100	-1
